Kir21 inh = Kir2.1 (mouse) channel inhibition. HEK293-Kir2.1, FluxOR thallium flux fluorescence; stronger effect = lower value. B-score at 10 µM. hit rate 0.85% among 310,000;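 active = fluorescence ratio B-score at or below minus 3 SD of library scores, with starting-brightness B-score within 2 SD, cut at about -4.2 in these data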;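 also: channel flux triggered by added potassium and thallium sulfate stimulus; B-score of peak minus minimum fluorescence over baseline after thallium stimulus; more negative B-score means stronger Kir2.1 block with less thallium influx; some compounds called inactive have numbers as strong as hits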
Target sequence (P35561 whole entry, looked up): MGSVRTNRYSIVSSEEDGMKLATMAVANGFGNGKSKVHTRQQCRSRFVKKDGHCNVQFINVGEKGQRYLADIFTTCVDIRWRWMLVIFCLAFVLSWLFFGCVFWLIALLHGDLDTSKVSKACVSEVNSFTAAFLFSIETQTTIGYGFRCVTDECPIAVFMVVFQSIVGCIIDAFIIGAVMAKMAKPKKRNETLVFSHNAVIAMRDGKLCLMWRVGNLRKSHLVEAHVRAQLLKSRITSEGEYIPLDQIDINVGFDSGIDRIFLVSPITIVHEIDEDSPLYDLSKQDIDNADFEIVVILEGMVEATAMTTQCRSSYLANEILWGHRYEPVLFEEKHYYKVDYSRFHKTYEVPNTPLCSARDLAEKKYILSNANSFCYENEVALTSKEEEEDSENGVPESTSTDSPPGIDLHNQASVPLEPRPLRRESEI
KCNQ2 block = KCNQ2 channel blockers in CHO-K1 cells – cell-based, FluxOR thallium flux, B-score, primary screen (AID 2156); 20 min; stronger effect = lower value; B-score at 10 µM; hit rate 1.1% among 310,000;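 active = fluorescence ratio B-score at most minus 3 library SDs, with starting brightness B-score within 2 library SDs, cut at about -5.5 in these data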
The depositor's hits bear a star; i = inactive. The order is random; any-hit rate near 1.8%.

item	molecule	Kir21 inh	KCNQ2 block
1	O=C(N/N=C\c1ccc(OC(=O)c2ccco2)cc1)c1ccc(Cl)cc1	-2.9	i
2	CSc1ccc(CCNC(=O)C2CCN(c3nnc(-n4cccc4)s3)CC2)cc1	0.19	i
3	CCCCCSc1nc2c(c(=O)[nH]c(=O)n2C)n1CC	0.38	i
4	N=C1S/C(=C\c2cccc3ccccc23)C(=O)N1c1ccc(F)cc1	-0.25	i
5	Cc1ccc(NC(=S)N2CCC(NC(=O)c3ccc(F)cc3)CC2)cc1	0.58	i
6	O=C(CN(c1ccccc1F)S(=O)(=O)c1ccccc1)Nc1ccccc1C(=O)N1CCOCC1	1.1	i
7	CN1CCC(=C2c3ccccc3C=Cc3ccccc32)CC1	-2.9	i
8	COc1ccc(/C=C(\CC(=O)O)c2nc3ccccc3o2)cc1	-0.33	i
9	Cn1cnc([N+](=O)[O-])c1S(=O)(=O)c1cccc(Cl)c1	-4	i
10	COc1ccc(NC(=O)CN(C)C(=O)c2ccc(COc3ccccc3)o2)cc1	0.86	i
11	Oc1c(C=Nc2cccc3cccnc23)sc2ccccc12	0.68	i
12	COC(=O)c1ccc(Cl)c(-c2ccc(/C=N/NC(=O)Nc3ccccc3)o2)c1	0.76	i
13	CC1CN(Cc2nc3ccccc3c(=O)[nH]2)CC(C)O1 (stereo not drawn)	0.61	i
14	Oc1c(N=NC(=S)Nc2ccccc2F)c2ccccc2n1Cc1ccc(Cl)cc1	0.25	i
15	O=C1c2cccnc2C(=O)N1Cc1ccc2c(c1)OCO2	-2.6	i
16	Cc1ccc(OCC(=O)NCc2cccs2)c([N+](=O)[O-])n1	1.3	i
17	CCC(C)(C)NC(=O)CN(C(=O)CCC(=O)Nc1nccs1)c1cccc(C)c1	0.19	i
18	CCN(CC(=O)NCc1ccccn1)S(=O)(=O)c1ccc(OC)cc1	-0.74	i
19	Cc1ccc(O)c(N=Nc2ccc(S(=O)(=O)N3CCOCC3)cc2)c1	-1.3	i
20	COC(=O)c1cccc(NC(=O)CN2CCc3ccccc3C2)c1	-0.1	i

Reprinted at random: 3 compounds from above.
item	molecule	Kir21 inh	KCNQ2 block
14	Oc1c(N=NC(=S)Nc2ccccc2F)c2ccccc2n1Cc1ccc(Cl)cc1	0.25	i
1	O=C(N/N=C\c1ccc(OC(=O)c2ccco2)cc1)c1ccc(Cl)cc1	-2.9	i
2	CSc1ccc(CCNC(=O)C2CCN(c3nnc(-n4cccc4)s3)CC2)cc1	0.19	i

Continuation:
item	molecule	Kir21 inh	KCNQ2 block
21	NS(=O)(=O)c1ccc(NCCCn2ccnc2)c([N+](=O)[O-])c1	-0.27	i
22	C/C(CC(=O)Nc1cccc(Cl)c1Cl)=N\NC(=O)c1ccccc1Br	-1.3	i
23	Cn1c(CCN2CCN(c3ccccc3)CC2)nc2cc(NC(=O)c3ccco3)ccc21	-0.32	i
24	Cc1ccccc1C(=O)c1cccn1CC(=O)NCCN1CCN(c2cccc(C)c2C)CC1	-0.05	i
25	CC(Oc1ccc(Cl)cc1)c1ccc(C#N)c(=O)[nH]1 (stereo not drawn)	3.3	i
26	Cc1cc(NS(=O)(=O)c2ccc(NC(=O)Nc3ccc4c(c3)OCO4)cc2)no1	0.33	i
27	COc1ccccc1C(=O)NCCN=C1NS(=O)(=O)c2ccccc21	-0.62	i
28	Cc1ccc(S(=O)(=O)NCC(=O)N/N=C/c2ccc(Cl)cc2)cc1	0.07	i
29	CCOC(=O)c1cc(NC(=O)N2CCOCC2)c(C)nc1C	-0.91	i
30	CC(C)NC(=O)c1ccc(-n2nc(C(F)(F)F)c3c2CCCC3)cc1	-0.41	i
31	CC(/C=C1\SC(=S)N(CCC(=O)Nc2nc(C)cs2)C1=O)=C\c1ccccc1	-0.73	i
32	CC1CCCCN1CCNC(=O)c1cc2c(=O)n(C)c3ccccc3c2n1C (stereo not drawn)	0.15	i
33	COc1ccc(S(=O)(=O)Nc2cc([N+](=O)[O-])ccc2OC)cc1	-0.22	i
34	Cc1cc(=O)oc2cc(OCC(=O)OC(C)C(=O)NC3CCCC3)ccc12 (stereo not drawn)	-0.58	i
35	CCOC(=O)C1C(=O)CC(C)(O)C(C(=O)OCC)C1c1ccc(N(CC)CC)cc1 (stereo not drawn)	1.1	i
36	Cc1cc(C(=O)NN)c(C)o1	0.96	i
37	CCSc1ccccc1C(=O)N1CCC2(CC1)CC(=O)c1ccccc1O2	0.86	i
38	CCCCN(C)C(=O)CCC(=O)Nc1ccc2nc(N3CCOCC3)cc(C)c2c1	-0.34	i
39	COc1ccc(CC(=O)N2CCC(n3nccc3NC(=O)C3CC3)CC2)cc1	0.61	i
40	CCOC(=O)N1CCN(c2c(N3CCOCC3)c(=O)c2=O)CC1	1.3	i

Whole records from above. Values in the order: Kir21 inh | KCNQ2 block
Results for COc1ccc(CC(=O)N2CCC(n3nccc3NC(=O)C3CC3)CC2)cc1 : 0.61 | i
Results for Cc1cc(C(=O)NN)c(C)o1 : 0.96 | i

New compounds follow:
item	molecule	Kir21 inh	KCNQ2 block
41	Oc1ccc(C(=S)N2CCN(c3cccc(Cl)c3)CC2)cc1	-1.4	i
42	C/C(=N\OCC(=O)N/N=C/c1ccc(C)cc1O)c1cccs1	-0.17	i
43	O=C(CSc1n[nH]c(-c2ccc(Cl)cc2Cl)n1)Nc1ccccn1	-1.6	i
44	Clc1ccc(-c2cn3cc(Cl)ccc3n2)cc1	2.6	i
45	CC1CCN(CCC(=O)Nc2ccc(Br)cc2)CC1	-4.9*	i
46	CN(Cc1cc([N+](=O)[O-])ccc1Cl)C(=O)C[n+]1ccccc1	1.3	i
47	Cc1ccc(C(=O)Nc2cc(Cl)ccc2-n2cncn2)s1	0.06	i
48	O=C(CN1CCN(c2ccccc2F)CC1)c1c[nH]c2ccc(F)cc12	-0.96	i
49	O=C1CC(NNc2ccccc2)C(=O)N1c1ccccc1 (stereo not drawn)	0.05	i
50	COc1cc(OC)cc(C(=O)NNC(=O)c2ccc(S(=O)(=O)N(C)c3ccccc3OC)cc2)c1	-0.49	i
51	Cc1cccc(Nc2ncnc3ccccc23)c1	-0.9	i
52	COc1ccccc1NC(=O)CCCc1c[nH]c2ccccc12	-0.37	i
53	O=C(C1CCCN(S(=O)(=O)c2ccc([N+](=O)[O-])cc2)C1)N1CCCCC1 (stereo not drawn)	0.67	i
54	COc1ccc(S(=O)(=O)NCCc2ccc(F)cc2)cc1	-1.5	i
55	Cn1c(=O)[nH]c(=O)c2c1nc(N1CCCCC1)n2CC(O)CN1CCCCC1 (stereo not drawn)	4	i
56	Cc1nc(N)nc(-c2ccccc2O)n1	1.2	i
57	Cc1onc(-c2ccccc2)c1C1=N/C(=C\c2ccccc2F)C(=O)O1	-2.3	i
58	CCCCn1c(-c2sccc2C)n[nH]c1=S	0.91	i
59	O=C(O)CCC(=O)Nc1ccccc1C(=O)N1CCN(c2ccc(Cl)cc2)CC1	-1.3	i
60	Cc1c2c(nc3nc4ccccc4n13)CC(C)(C)CC2=O	0	i
61	O=C(NCCN1CCOCC1)c1ccccc1[N+](=O)[O-]	-1.6	i
62	COc1ccc(CCNC(=O)COc2ncnc3cc([N+](=O)[O-])ccc23)cc1	-1.2	i
63	COc1cccc(NC(=O)c2ccn(C)n2)c1	2.4	i
64	COc1ccc(Cn2c(N)c(S(=O)(=O)c3cccs3)c3nc4ccccc4nc32)cc1	-0.85	i
65	Cc1occc1C(=O)NNC(=O)NC12CC3CC(CC(C3)C1)C2	0.07	i
66	Cc1[nH]n(-c2ccc(Cl)cc2)c(=O)c1C=NC12CN3CN(CN(C3)C1)C2	1.2	i
67	CCOC(=O)C(=O)NNc1ccccc1C	-0.6	i
68	COc1ccccc1OC(C)C(=O)Nc1ccc(S(=O)(=O)Nc2nccs2)cc1 (stereo not drawn)	-0.64	i
69	CC(=O)N=c1scc(-c2ccccc2)n1-c1cccc(O)c1	0.1	i
70	COc1nc(N(C)C)nc(N(C)c2cc(Cl)cc(Cl)c2)n1	-0.09	i
71	C=CCn1c(O)c(N=Nc2ccccc2C)c2ccccc21	-1.2	i
72	Cc1nnc(-c2ccc(Oc3ccc(Br)cc3)c([N+](=O)[O-])c2)o1	-0.63	i
73	O=C(NNc1nc2ccccc2s1)C1CC1	1.9	i
74	CC(Sc1ccsc1[N+](=O)[O-])C(=O)NCCc1ccc(Cl)cc1 (stereo not drawn)	-0.05	i
75	COc1ccccc1C1C(C#N)=C(N)N(N(C)C)C2=C1C(=O)CC(C)(C)C2 (stereo not drawn)	-0.63	i
76	CCC(C)[C@H](NC(=O)Nc1ccc(C)cc1C)C(=O)O (stereo partly drawn)	-1.6	i
77	Cc1cccc(N(C)C(=S)Oc2ccc3ccccc3c2)c1	2.9	i
78	CCOC(=O)C1=C(CS(=O)(=O)c2ccc(C)cc2)NC(=O)NC1c1cc(OC)c(OC)c(OC)c1 (stereo not drawn)	1.3	i
79	COc1nc(N(c2ccccc2)c2ccccc2)nc(-n2ccnc2)n1	0.22	i
80	Cc1ccc(C2(O)CN(c3ccccc3C)C3=[N+]2CCS3)cc1 (stereo not drawn)	-0.2	i
81	COCc1nnc(NC(=O)c2cc3ccccc3o2)s1	-2.9	i
82	CCC1CCCCN1C(=O)c1cc(-c2ccc(Cl)c(Cl)c2)on1 (stereo not drawn)	0.98	i
83	O=c1cc(C(F)(F)F)c2sc(N3CCCCC3)nc2[nH]1	1.2	i
84	CC(C)CCn1c(Br)nc2c1c(=O)n(CC(N)=O)c(=O)n2C	-2.1	i
85	CCOC(=O)c1cnc(SCC(=O)N2CCN(C(=O)c3ccco3)CC2)nc1N	0.67	i
86	CC(C)(C)c1ccc(CNC(=O)c2ccc3c(c2)NC(=O)CO3)cc1	1.1	i
87	CSc1ccccc1C(=O)N1CCc2ccccc2C1	-0.16	i
88	COCCCNC(=S)Nc1cccc(SC)c1	-0.24	i
89	O=C(Cn1nc(C(F)F)cc1C(F)F)NNC(=S)Nc1ccc(F)cc1	0.24	i
90	COc1cc(C(=O)Nc2scc(-c3ccc(C)cc3)c2C(=O)O)cc(OC)c1OC	2.7	i
91	O=C(O)CCCN(Cc1cccc(Br)c1)S(=O)(=O)c1ccc(Br)cc1	-0.18	i
92	Cc1cc(=O)oc(C)c1C(=O)N1CCN(C(c2ccccc2)c2ccccc2)CC1	0.69	i
93	Cc1cccc(NC(=S)NC2CC3CCCC(C2)N3Cc2ccccc2)c1C (stereo not drawn)	-0.03	i
94	Cn1nnnc1SCC(=O)Nc1ccccc1Br	-0.46	i
95	CN(Cc1ccccc1)CC(O)COc1ccc(CNCCOc2cccnc2)cc1 (stereo not drawn)	-0.36	i
96	COc1ccc(-c2nc(CN3CCN(c4ncnc5ccccc45)CC3)c(C)o2)c(OC)c1	-2.6	i
97	O=S(=O)(c1ccccc1)N1CCN(C(=S)Nc2ccccc2)CC1	2	i
98	O=C(CSCc1ccc([N+](=O)[O-])cc1)Nc1ccc(S(=O)(=O)N2CCCCCC2)cc1	-0.3	i
99	Nc1nnnn1/N=C\c1ccc(Cl)c([N+](=O)[O-])c1	0.12	i
100	CCOc1ccc(N(CC(=O)NC2CCCCC2)S(=O)(=O)c2ccccc2)cc1	0.94	i

New compounds follow.
item	molecule	Kir21 inh	KCNQ2 block
101	Nc1nc2nccc(-c3ccco3)n2n1	0.02	i
102	COc1ccc(-c2nc(N3CCC(C)CC3)[nH]c(=O)c2C#N)cc1	0.47	i
103	CCN(CC)CCN1C(=O)c2oc3ccccc3c(=O)c2C1c1ccc(C)cc1 (stereo not drawn)	2.2	i
104	O=c1cc(N2CCCCC2)c2ccccc2o1	0.67	i
105	CC(=O)c1ccc2c(c1)OCCOCCOCCOCCO2	0	i
106	CCC1ON(C(C)C)C2c3nc4ccccc4n3CC12 (stereo not drawn)	-0.39	i
107	C[C@H](NC(=O)[C@H]1N2C(=O)c3ccccc3C2SC1(C)C)C(=O)N1CCN(C)CC1 (stereo partly drawn)	-1.9	i
108	COc1cc(OC)c(OC)cc1/C=N/NC(=S)NCCN1CCOCC1	-1.3	i
109	CCOc1ccccc1-c1nnc(SCC(=O)NC2CC3CCC2C3)n1CC (stereo not drawn)	0.89	i
110	CC1=NCCN1S(=O)(=O)c1ccc(Br)c(C)c1	-1.9	i
111	CC(C)N(Cc1ccccc1)C(=O)COc1ccccc1	0.24	i
112	COc1ccc(C(=O)Nn2c(SCC(=O)NCc3ccco3)nc3ccccc3c2=O)cc1	-0.05	i
113	CC(C)(C)c1ccc(C(=S)N2CCN(c3ccccc3)CC2)cc1	0.39	i
114	CCCCNC(=O)c1onc(CSc2ccc(C(C)C)cc2)c1C(=O)O	0.2	i
115	COc1c2c(nc3ccccc13)OC(C(C)(O)CO)C2 (stereo not drawn)	0.75	i
116	Cc1cccc(N(CC(=O)NCc2ccco2)C(=O)CCC(=O)Nc2nccs2)c1C	0.19	i
117	O=[N+]([O-])c1ccc(OCCn2cnc3ccccc32)cc1	0.07	i
118	Cc1cc(C)c(OCC(=O)Nc2nc3ccccc3[nH]2)c(C)c1	-0.08	i
119	O=C(NCCc1ccccc1F)C(=O)Nc1nccs1	1.1	i
120	CN1CCN(C(=O)c2cnn(-c3ccccc3)c2NC(=O)c2ccccc2Cl)CC1	-0.06	i
121	ClC(/C=N/n1cnnc1)=C/c1ccccc1	0.57	i
122	CC1(C)Cc2c(c(-c3ccccc3)nc3[nH][nH]c(=O)c23)CO1	1.8	i
123	CSc1ncc(C(=O)Nc2cccc(C)c2C)c(C)n1	-3.4	i

From PubChem BioAssay
